# Screens: PubChem BioAssay, Sanford-Burnham Center for Chemical Genomics
# PMI inhibition = human PMI inhibitors, high substrate, primary screen, biochemical, fluorescence intensity, high mannose 6-phosphate (AID 1220); inhibition, % at 20 µM, or IC50 in µM where a hit was titrated; 190,000 tested, 0.66% active; recombinant PMI enzyme, coupled fluorescence intensity; higher % means a stronger effect
# LYP phosphatase = inhibitors of LYP phosphatase, biochemical, fluorescence intensity, uHTS (AID 1779). recombinant LYP phosphatase, fluorescence intensity; higher % means a stronger effect. 290,000 tested, 0.054% active. inhibition, % at 11.5 µM, or IC50 in µM where a hit was titrated;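 note: plate controls were vehicle with enzyme for no effect and no enzyme for full effect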
# human PMI inhibition = MPI enzyme activity inhibition – biochemical, fluorescence intensity, coupled assay, primary screen (AID 1209); purified PMI enzyme, coupled fluorescence intensity; higher % means a stronger effect; inhibition, % at 20 µM, or IC50 in µM where a hit was titrated; 190,000 tested, 0.42% active;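 note: plate controls were DMSO vehicle for no effect and wells lacking substrate for full effect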
# NOD1 inhibition = NOD1 signaling inhibitors, primary screen, cell-based, luminescence, uHTS (AID 1578); inhibition, % at 4 µM; hits with a dose series show EC50 in µM; 290,000 tested, 1% active; NOD1-driven NF-kB luciferase reporter cells, luminescence; higher % means a stronger effect; in the data active = inhibition mostly above about 36%, no sharp cut-off; inactive = mostly below about 34%;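 note: HEK-293T reporter cells stimulated with the NOD1 agonist gamma-tri-DAP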
# NOD2 inhibition = NOD2 signaling inhibitors, cell-based, luminescence, uHTS, HEK293 (AID 1566); 290,000 tested, 0.63% active; HEK293 NOD2/NF-kB luciferase reporter, luminescence; higher % means a stronger effect; one-dose inhibition, % at 4 µM; EC50 in µM for titrated hits; note: many of its hits are not listed in these tables
# TNAP activation fold = stimulation of alkaline phosphatase TNAP activity – biochemical, luminescent, no phosphate acceptor, uHTS, primary screen (AID 1001); purified TNAP, luminescent activation assay, no phosphate acceptor; higher activation fold means a stronger effect; one-dose activation fold at 20 µM; EC50 in µM for titrated hits; 200,000 tested, 0.03% active; in the data active = activation fold from about 3, or a potency from the dose series; inactive = the rest, 99 in 100 with activation fold below about 1.6; note: many of its hits are not listed in these tables
# KOR beta-arrestin-1 = kappa opioid receptor activators – cell-based, luminescence, uHTS, primary screen (AID 1777); KOR beta-arrestin recruitment, luminescence; higher % means a stronger effect; one-dose activation, % at 10 µM; EC50 in µM for titrated hits; 280,000 tested, 0.02% active; in the data active = activation above about 50%, passing the limit was not always enough; note: a part of the inactive calls stands beside numbers as strong as those of hits
# KOR beta-arrestin-2 = kappa opioid receptor blockers – cell-based, luminescence, uHTS (AID 1778); 290,000 tested, 0.091% active; one-dose inhibition, % at 10 µM; IC50 in µM for titrated hits; KOR beta-arrestin recruitment, luminescence, antagonist mode; higher % means a stronger effect; note: strong numbers were not always called active
# XIAP antagonists = XIAP antagonists, biochemical, IAP family, fluorescence polarization (AID 1018); XIAP BIR domain, fluorescence polarization peptide displacement; higher % means a stronger effect; one-dose displacement, % at 20 µM; IC50 in µM for titrated hits; 200,000 tested, 0.007% active; in the data active = displacement above about 50%; note: a part of the inactive calls stands beside numbers as strong as those of hits
# Active calls of the source: *; · = not tested or not shown; [ ] = another dose, or the depositor's remark. Cut-off read from the data, not from the text of the source, unless noted: active = inhibition above about 50%; inactive = the rest. Only part of the results is shown, so the mix of outcomes need not match the whole.
no.	Structure	NOD2 inhibition	LYP phosphatase	XIAP antagonists	KOR beta-arrestin-2	NOD1 inhibition	human PMI inhibition	TNAP activation fold	KOR beta-arrestin-1	PMI inhibition
1	Cc1cc(C)nc(/N=C(\N)N2CCCCCC2)n1	6.5%	-6.4%	0.7%	36.1%	-2.2%	8.9%	1.2	3.0%	-6.1%
2	O=C(CSc1nc2ccccc2[nH]1)NCc1ccco1	-6.3%	-3.9%	-7.9%	-13.6%	-58.9%	-1.0%	1	3.7%	9.8%
3	CCC(=NC1CC(C)(C)NC(C)(C)C1)C1=C(O)CC(C)(C)CC1=O	9.1%	-5.4%	-5.1%	22.0%	-2.0%	12.0%	1.1	-2.9%	11.0%
4	Cc1ccc(-n2c3c(cc(C(=O)Nc4cccc(C)n4)c2=O)C(=O)CCC3)cc1	11.0%	3.9%	-4.1%	20.2%	-15.5%	11.7%	1	-0.9%	5.0%
5	CCC1=NN(C(=O)Cc2ccc([N+](=O)[O-])cc2)C(O)(C(C)(C)C)C1 (stereo not given)	16.8%	-5.6%	-3.5%	11.6%	5.8%	-1.6%	1	-1.5%	5.1%
6	CC(C)Cc1ccc(S(=O)(=O)N2CCN(C(=O)c3ccco3)CC2)cc1	-7.3%	0.5%	-5.6%	-11.8%	-10.3%	5.7%	1.1	0.1%	0.8%
7	Cc1nn2c(c1-c1ccccc1)N=C(c1ccco1)CC2c1ccccc1 (stereo not given)	-15.8%	-3.0%	-4.5%	-2.3%	9.0%	-0.9%	1	-3.1%	-20.0%
8	COc1ccc(-c2cnc(N)n2C)cc1	6.1%	-8.2%	-10.6%	-23.9%	-42.0%	17.7%	1	6.2%	14.5%
9	O=C(Nc1cccn2ncnc12)c1cccc(C(F)(F)F)c1	0.8%	-1.2%	-1.1%	-2.5%	-32.6%	-2.5%	1	-1.4%	-1.8%
10	Fc1ccccc1C1CCN(Cc2nc(COc3ccccc3)no2)C1 (stereo not given)	-11.4%	-4.9%	-9.2%	13.1%	-32.9%	4.4%	1.1	-1.4%	-1.3%
11	Cc1ccc(NC(=O)C2C(c3ccccc3)C=CC(c3ccccc3)C2C(=O)O)cc1 (stereo not given)	6.7%	8.1%	-12.1%	-66.7%	19.1%	18.2%	1.1	5.7%	10.3%
12	CCS(=O)(=O)Nc1cccc(C2=NN(S(C)(=O)=O)C(c3cccs3)C2)c1 (stereo not given)	4.4%	-10.4%	·	-36.8%	-25.9%	·	·	5.4%	·
13	Cn1nnnc1SCc1nc2ccccc2s1	-17.9%	-10.3%	0.0%	-6.4%	-53.9%	4.9%	1.2	10.5%	9.2%
14	Cc1nnc(-c2cnn(-c3ccccc3)c2N)n1Cc1ccc(F)cc1	2.6%	-8.9%	-3.3%	15.4%	-45.0%	-0.3%	1	-1.0%	-2.9%
15	Cc1c(C(=O)NC2CCCCC2)sc2ncnc(N3CCN(c4ccccc4)CC3)c12	7.8%	-0.1%	·	-70.6%	-27.5%	·	·	5.6%	·

# Whole records from above. Values in the order: NOD2 inhibition, LYP phosphatase, XIAP antagonists, KOR beta-arrestin-2, NOD1 inhibition, human PMI inhibition, TNAP activation fold, KOR beta-arrestin-1, PMI inhibition
# Record of `Cc1ccc(-n2c3c(cc(C(=O)Nc4cccc(C)n4)c2=O)C(=O)CCC3)cc1` : 11.0%, 3.9%, -4.1%, 20.2%, -15.5%, 11.7%, 1, -0.9%, 5.0%
# Record of `Cn1nnnc1SCc1nc2ccccc2s1` : -17.9%, -10.3%, 0.0%, -6.4%, -53.9%, 4.9%, 1.2, 10.5%, 9.2%
# Record of `Cc1c(C(=O)NC2CCCCC2)sc2ncnc(N3CCN(c4ccccc4)CC3)c12` : 7.8%, -0.1%, ·, -70.6%, -27.5%, ·, ·, 5.6%, ·

# More entries
no.	Structure	NOD2 inhibition	LYP phosphatase	XIAP antagonists	KOR beta-arrestin-2	NOD1 inhibition	human PMI inhibition	TNAP activation fold	KOR beta-arrestin-1	PMI inhibition
16	COc1ccc(C)cc1-n1c(-c2ccncc2)n[nH]c1=S	3.1%	-4.9%	-1.5%	40.2%	-8.1%	17.0%	1	-4.0%	13.1%
17	CC(C)(C)n1nnnc1C(c1ccncc1)N1CCCCCC1 (stereo not given)	6.4%	-4.3%	-2.0%	17.1%	4.7%	10.7%	1.1	-2.6%	7.3%
18	Cc1nnc(SCC(=O)N(C)Cc2ccccc2)[nH]c1=O	5.1%	-12.4%	-0.4%	30.6%	0.9%	-4.8%	1.1	-0.6%	-4.0%
19	Cc1cc(C)cc(NC(=O)c2ccc(CSc3nnnn3C)cc2)c1	-7.7%	-9.0%	-6.2%	-3.2%	-44.7%	-5.8%	1	-0.6%	-2.4%
20	C=CCNC(=O)CC(=O)N/N=C/c1cccc(C)c1	-3.7%	3.3%	-2.3%	0.4%	-22.9%	-8.2%	1.1	-2.4%	-6.7%
21	O=C(CCSc1ccc(Cl)c(Cl)c1)NC12CC3CC(CC(C3)C1)C2	-12.3%	9.7%	-0.2%	7.4%	4.6%	10.8%	1.1	3.3%	10.4%
22	COc1cccc2c(Cl)c(CC=C(Cl)Cl)c(C)nc12	-5.9%	-8.2%	-11.6%	8.6%[20 µM]	-3.3%	12.6%	1	·	11.9%
23	O=C(O)CCc1ccc(S(=O)(=O)NCCc2ccccc2)cc1	20.2%	1.1%	1.7%	-16.5%	-20.2%	0.4%	1.1	2.7%	-3.6%
24	O=C1CSCN1c1ccc(Cl)c(Cl)c1	2.9%	0.0%	-2.4%	-24.1%[20 µM]	-7.2%	-6.9%	1	5.2%	-2.7%
25	CN1C(=O)[C@H]2[C@@H](/C=C/c3ccccc3)N3C(=O)CN(CC4CC4)C(=O)[C@@]3(C)[C@H]2C1=O	5.1%	2.8%	·	-13.6%[20 µM]	-50.2%	·	·	-3.5%	·
26	COc1ccc(C=O)cc1Cn1c(=O)n(CCC(=O)NCc2ccco2)c(=O)c2sccc21	1.5%	-7.9%	-5.5%	-5.2%	-38.1%	-0.3%	1.2	0.1%	-4.3%
27	Clc1ccccc1Cn1nnc2c(N3CCOCC3)nc(C3CC3)nc21	14.5%	3.3%	-3.9%	-16.0%	35.0%	5.8%	1.1	0.6%	8.0%
28	NC(=O)C1CCN(C(=O)C2(NC(=O)Nc3cccc(F)c3)CCCCC2)CC1	-7.0%	-4.6%	·	-2.6%	-19.3%	·	·	-0.4%	·
29	CC(C)N(CCc1ccncc1)C(=S)Nc1cccc(Cl)c1	8.3%	-2.4%	-8.3%	6.3%	33.5%	10.8%	1.1	-4.0%	7.5%
30	COC(=O)COc1ccc(S(=O)(=O)Nc2ccc(NC(C)=O)cc2)cc1	-5.1%	-5.3%	-9.2%	-68.4%	-18.1%	-0.3%	1	5.5%	-5.3%
31	COc1ccc2c(c1)C(=O)N(c1ccccc1OC)C(=O)C2	14.1%	-0.9%	-9.4%	-6.1%	1.5%	-33.8%	1.1	-1.6%	-90.2%
32	O=c1ccccn1CCOc1ccccc1Cl	-20.7%	7.9%	-2.2%	·	-48.0%	-6.7%	1	0.4%	-7.3%
33	Cc1ccccc1NC(=O)NCCCN1CCCC1=O	-2.8%	-7.2%	·	-28.4%	-11.7%	·	·	7.1%	·
34	CCNc1nc(NC(N)=S)nc(NC(C)(C)C)n1	22.7%	-1.8%	-2.4%	-22.0%	-25.7%	11.9%	1	4.5%	-3.6%
35	C/C(=N/NC(=O)c1cc(-c2ccc(Cl)s2)[nH]n1)c1ccco1	-3.2%	-1.6%	·	10.4%	3.4%	·	·	0.9%	·
36	CC(=O)Nc1ccc(S(=O)(=O)Nc2c(C)n(C)n(-c3ccccc3)c2=O)cc1	13.3%	-8.0%	-11.2%	-25.0%	-3.2%	3.4%	1	5.9%	4.8%
37	COc1cccc(C(=O)Cn2c(N3CCCCC3)nc3c2c(=O)n(C)c(=O)n3C)c1	7.4%	-5.1%	-2.8%	11.4%	2.0%	-1.2%	1	17.0%	-2.5%
38	O=C(Nc1cccc([N+](=O)[O-])c1)c1ccccc1	3.7%	-2.9%	·	2.6%	-8.3%	·	·	3.5%	·
39	Cc1cc(-c2nnc(SCC(=O)Nc3nc(-c4ccc(Cl)cc4)cs3)o2)no1	29.6%	-0.6%	·	-17.0%	-2.6%	·	·	1.0%	·
40	COc1ccc(N2C(=O)CCC(C(=O)N(C)C3CCCCC3)C2c2ccc(OC)c(OC)c2)cc1 (stereo not given)	1.4%	-4.6%	-8.3%	-6.1%	-11.9%	7.8%	1.1	-4.5%	5.3%
41	COc1ccccc1N1CCN(C(=S)Nc2cccc(C)c2)CC1	28.9%	-4.5%	-6.7%	-99.9%[20 µM]	12.8%	·	1.1	·	·
42	COc1ccc(-n2c(SCC(=O)Nc3nccs3)nc3c(c2=O)SCC3)cc1	17.4%	-0.2%	-5.7%	8.9%	-16.0%	14.5%	1.1	-3.8%	11.9%
43	O=S(=O)(c1cccc(C(F)(F)F)c1)N1CCC(c2cc(-c3cccc4ccccc34)n[nH]2)CC1	-2.3%	11.8%	-2.3%	-40.4%	-9.4%	9.7%	1.1	4.3%	4.6%
44	COC(=O)c1ccc(CNC(=O)COC(=O)c2cc(Cl)nc(Cl)c2)cc1	5.3%	-4.2%	-3.9%	3.3%	-8.0%	-19.1%	0.9	-6.9%	-13.3%
45	Nc1ccc(S(=O)C(F)(F)F)cc1 (stereo not given)	19.0%	2.9%	-4.7%	-11.5%	-29.4%	-8.7%	1.2	1.9%	-7.6%
46	Cc1ccc(C(=O)NC(=S)N2CCN(C)CC2)cc1Br	7.5%	-13.7%	·	-7.5%	-15.8%	·	·	-3.4%	·
47	COc1ccc(-c2ccnc(-c3ccncc3)n2)cc1	-39.2%	-7.9%	·	-1.7%	3.6%	·	·	2.1%	·
48	CCOC(=O)C(=O)NNc1ccc(F)cc1	-125.7%	-10.0%	·	-2.5%	1.1%	·	·	0.3%	·
49	CC1CC(C)CN(S(=O)(=O)c2ccc3c(c2)CC(C)N3C(=O)C2CCC2)C1 (stereo not given)	0.3%	6.1%	·	-10.9%	-3.9%	·	·	-2.4%	·
50	O=C(Nc1ccc(Cl)cc1)Nc1ccc(Oc2cccnc2)nc1	-14.2%	-3.8%	·	5.0%	-0.9%	·	·	-3.1%	·
51	C=CCn1c(SCC(=O)c2ccc(OC)cc2)nnc1-c1ccc2c(c1)OCO2	15.4%	-1.5%	-0.9%	-28.3%	-26.7%	-3.5%	1.1	-1.4%	1.9%
52	O=C(Nc1cccc(C(=O)O)c1)/C(=C\c1ccc2c(c1)OCO2)NC(=O)c1ccco1	12.8%	-0.1%	-5.1%	-22.5%	-34.3%	4.4%	1.1	-2.3%	-3.3%
53	COc1ccccc1N(CC(=O)NC1CCCC1)C(=O)CNC(=O)c1cccs1	-0.6%	-9.4%	·	-37.4%	-1.2%	·	·	-4.4%	·
54	O=C(NNc1ccccc1[N+](=O)[O-])Nc1ccc(F)cc1F	2.2%	-3.1%	·	28.4%	-22.8%	·	·	1.2%	·
55	N=c1n(Cc2ccccc2)c2ccccc2n1Cc1ccccc1	9.9%	-12.1%	-3.6%	-4.4%	-12.8%	-0.5%	1.1	-2.1%	11.7%
56	COCCCn1c2nc3ccccc3nc2c2c(=O)n(-c3ccccc3OC)c(C)nc21	2.6%	-5.6%	-3.1%	15.3%	-11.9%	-6.2%	1	-5.5%	-6.7%
57	COc1ccc(N2C(=O)[C@@H]3C(c4cccnc4)=NO[C@@H]3C2=O)cc1	4.4%	-3.1%	·	11.2%	-2.8%	·	·	·	·
58	COc1cc(C(=O)NCCc2ncccc2C)ccc1OC1CCN(C(C)=O)CC1	12.5%	-10.1%	·	9.7%	1.5%	·	·	-1.8%	·
